Bioassay records (PubChem BioAssay)
SKBR3 24h inh: SK-BR-3 proliferation inhibitors; actives 0.47% (n = 41,000); viability, % at 10 µM; SK-BR-3 viability, CellTiter-Glo ATP luminescence, 24 h; active compounds read low;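 active = viability at or below the median of all test compounds minus 3 SD, in both replicates if run twice, cut at about 45% in these data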;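 also: 100% = median untreated cell wells and 0% = median positive control drug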
The depositor's hits bear a star. Some of the compounds tested (hit frequency here may not be typical).

SMILES	SKBR3 24h inh
O=C(COc1nnc2ccccn12)N1CCN(S(=O)(=O)c2ccccc2)CC1	98
CC1CN(S(=O)(=O)c2ccc(NC(=O)c3cc(-c4ccccc4O)n[nH]3)cc2)CC(C)O1 (stereo not given)	125
COC(=O)c1c(NC(=O)c2ccc(Br)s2)sc2c1CCC2	98
O=C(O)c1ccc2c(c1)[C@@H]1C=CC[C@@H]1[C@H](c1ccccn1)N2	65
CCCOC(=O)C1[C@H]2C(=O)N(CC3CCCO3)C[C@]23C=C[C@H]1O3 (stereo not given in full)	90
CCOc1ccc(NC(=O)CSc2nnc(-c3ccncc3)n2CC2CCCO2)cc1 (stereo not given)	78
CCN(CC)CCN1C(=O)C(O)=C(C(C)=O)C1c1ccc(OC)c(OC)c1 (stereo not given)	89
CCC1(C(=O)OC)NC(c2ccccc2OC)C2C(=O)N(C)C(=O)C21 (stereo not given)	87
COc1ccc(C2C(C(=O)c3sc(C)nc3C)=C(O)C(=O)N2CCN(C)C)cc1 (stereo not given)	95
CC(Sc1sc(=S)sc1SC(C)C(=O)O)C(=O)O (stereo not given)	99
CCN(CC)CCCN1C(=O)C(=O)/C(=C(/O)c2ccc(C)cc2)C1c1ccccn1 (stereo not given)	102
O=c1ccc2cc3c([nH]c4ccc(Br)cc43)oc-2c1O	102
CCCC(=O)Nc1nnc(Sc2ccc(N(C)C)cc2)s1	102
O=C(CSc1nccc(=O)[nH]1)Nc1ccc(Br)c(Cl)c1	73
Cc1ccc(S(=O)(=O)N2CCC(C(=O)N3CCC[C@H]3C(=O)NCc3ccco3)CC2)cc1	82
Clc1ccc(OCc2nn3c(C4CCCCC4)nnc3s2)cc1	75
COc1ccc(S(=O)(=O)N(CCc2ccccc2)CC(=O)NCCCO)cc1	87
O=C(Nc1ccc(S(=O)(=O)NCCc2ccccc2)cc1)c1ccc(Br)o1	101
CC(=O)C1=C(Nc2ccc(C)cc2)CC(C)(O)C(C(C)=O)C1c1ccco1 (stereo not given)	93
O=C(Nc1ccc2c(c1)OCO2)N1CCN(C/C=C/c2ccccc2)CC1	84
CCCCOn1c(C)c(C(=O)OCC)c2c3no[n+]([O-])c3ccc21	51
CS(=O)(=O)N(CC(=O)NCc1ccco1)c1ccc(Cl)c(C(F)(F)F)c1	102
Cc1ccc(S(=O)(=O)N2CCCC2C(=O)NC2=NCCS2)cc1 (stereo not given)	91
COc1ccc(OC)c(S(=O)(=O)N2CCCCCC2)c1	79
O=C(Nc1nc2c(ccc3ccccc32)s1)c1ccco1	61
[O-][n+]1onc2c1CCc1nnc(-c3ccccc3)cc1-2	69
COC(=O)c1ccc(CSc2nnc(-c3ccncc3)n2Cc2ccccc2)o1	91
COc1cccc(/C=c2\sc3nc(-c4cccs4)nn3c2=O)c1OC	72
CC(C)C(c1nnnn1Cc1ccccc1)N(Cc1ccco1)Cc1cccs1 (stereo not given)	94
COC(=O)c1cc(S(=O)(=O)N2CCOCC2)c(N2CCOCC2)cc1N1CCOCC1	93

Reprinted at random: 6 compounds from above
SMILES	SKBR3 24h inh
COc1ccc(OC)c(S(=O)(=O)N2CCCCCC2)c1	79
CC(C)C(c1nnnn1Cc1ccccc1)N(Cc1ccco1)Cc1cccs1 (stereo not given)	94
COC(=O)c1ccc(CSc2nnc(-c3ccncc3)n2Cc2ccccc2)o1	91
CS(=O)(=O)N(CC(=O)NCc1ccco1)c1ccc(Cl)c(C(F)(F)F)c1	102
CCCCOn1c(C)c(C(=O)OCC)c2c3no[n+]([O-])c3ccc21	51
COc1cccc(/C=c2\sc3nc(-c4cccs4)nn3c2=O)c1OC	72

(listing goes on)
SMILES	SKBR3 24h inh
Nc1c(C(=O)NCCN2CCOCC2)c2nc3ccccc3nc2n1-c1ccc2c(c1)OCO2	83
CC1Oc2ccccc2N(CC(=O)NCCc2ccccc2)C1=O (stereo not given)	88
O=C(NCc1cccnc1)C1CCCN(S(=O)(=O)c2ccccc2)C1 (stereo not given)	101
Cn1c(=O)c2nc(Cl)n(Cc3ccc(Cl)cc3Cl)c2n(C)c1=O	75
O=C(O)CCCC(=O)Nc1ccc(Cl)c(Cl)c1	102
COc1ccc(Oc2c(-c3ccc(O)cc3O)n[nH]c2C)cc1	91
O=C(NCC1COc2ccccc2O1)c1ccc(Cl)cc1 (stereo not given)	71
CN(Cc1cc(=O)[nH]c2ccccc12)C(=O)c1ccccc1	100
COc1cc(OC)nc(NC(=O)NS(=O)(=O)c2ccc(OC(F)(F)F)cc2)n1	91
CCOc1ccc2nc(N3CCOCC3)nc(C)c2c1	94
COC(=O)C1=C(N)Oc2cc(C)n(C)c(=O)c2C1c1ccc(Cl)c(Cl)c1 (stereo not given)	117
Cc1cnc(NC(=O)CSc2nc3ccccc3c(=O)[nH]2)s1	85
COCCNC(=O)COc1ccc(Nc2ccccc2)cc1	84
O=C(NCc1ccco1)c1ccc(S(=O)(=O)N2CCCc3ccccc32)cc1	84
COC(=O)c1cc(Cl)c(NC(=O)c2ccco2)cc1OC	102
CCOC(=O)Cc1nnc(NC(=O)c2ccccc2OCC)s1	90
COc1cc(C2c3c(n[nH]c3C)C(=O)N2c2ccc(C)cc2)ccc1O (stereo not given)	95
Cn1cc(NC(=O)c2cc(NC(=O)c3cc(NC=O)cn3C)cn2C)cc1C(=O)NCCC(=N)N	97
CC(=O)Nc1ccc(N2CCN(C(C)=O)CC2)cc1	180
Cc1cc(C)n(-c2nc(SCC(=O)Nc3nccs3)c3c4c(sc3n2)COC(C)(C)C4)n1	68

Rewritten bar-delimited: entries from further up
SMILES | SKBR3 24h inh
O=C(NCc1ccco1)c1ccc(S(=O)(=O)N2CCCc3ccccc32)cc1 | 84
COC(=O)c1cc(Cl)c(NC(=O)c2ccco2)cc1OC | 102
CCOC(=O)Cc1nnc(NC(=O)c2ccccc2OCC)s1 | 90

7 neighbouring entries already listed:
SMILES	SKBR3 24h inh
CC(Sc1sc(=S)sc1SC(C)C(=O)O)C(=O)O (stereo not given)	99
CCN(CC)CCCN1C(=O)C(=O)/C(=C(/O)c2ccc(C)cc2)C1c1ccccn1 (stereo not given)	102
O=c1ccc2cc3c([nH]c4ccc(Br)cc43)oc-2c1O	102
CCCC(=O)Nc1nnc(Sc2ccc(N(C)C)cc2)s1	102
O=C(CSc1nccc(=O)[nH]1)Nc1ccc(Br)c(Cl)c1	73
Cc1ccc(S(=O)(=O)N2CCC(C(=O)N3CCC[C@H]3C(=O)NCc3ccco3)CC2)cc1	82
Clc1ccc(OCc2nn3c(C4CCCCC4)nnc3s2)cc1	75

(more compounds)
SMILES	SKBR3 24h inh
CCOC(=O)c1cc2ccc(OC(=O)c3ccco3)cc2oc1=O	131
CCn1c(CSc2nc(C)cc(C)n2)nnc1SCC(=O)Nc1ccccc1	92
CN(C)c1oc(-c2ccc(OCc3ccc(Cl)cc3)cc2)nc1C#N	97
CCOC(=O)c1cnc(-c2ccccc2)[nH]c1=O	67
c1ccc2c(c1)ccc1nnc(-c3ccc4c(c3)OCO4)n12	97
Cc1c(C(Nc2ccccn2)c2ccc(Cl)cc2)c(=O)n(-c2ccccc2)n1C (stereo not given)	83
Nc1c(C(=O)c2ccc(F)cc2)oc2ccccc12	89
C=CCSC1=C(C#N)C(c2ccccc2OCC)C(C#N)C(=O)N1 (stereo not given)	88
COC(=O)C1(C#N)C(c2ccccc2)C1(C(=O)OC)C(=O)OC (stereo not given)	82
Cc1nnc(NC(=O)CSc2nnc(-c3ccc(S(=O)(=O)N4CCCC4)cc3)n2C)s1	102

2 of the compounds above, bar-delimited.
SMILES | SKBR3 24h inh
CC1Oc2ccccc2N(CC(=O)NCCc2ccccc2)C1=O (stereo not given) | 88
O=C(NCc1cccnc1)C1CCCN(S(=O)(=O)c2ccccc2)C1 (stereo not given) | 101

(more compounds)
SMILES	SKBR3 24h inh
COc1ccccc1CC(NC(C)=O)C(=O)N1CCN(C(=O)Nc2ccccc2Cl)CC1 (stereo not given)	91
CC#CCCCC(=O)Nc1cccc(C(=O)O)c1	111
CCC1Oc2nc(SC)nnc2-c2ccccc2N1C(=O)c1ccccc1 (stereo not given)	107
O=C(c1ccco1)N1CCN(C(=O)C2CCCc3c2[nH]c2ccc(Cl)cc32)CC1 (stereo not given)	84
COc1ccccc1C(=O)n1nc(-c2ccccc2)nc1N	92
COc1ccc(NC(=O)c2ccc(-n3nc(C)c[n+]3[O-])cc2)cc1	104
O=C(C1CN(S(=O)(=O)c2ccccc2)CCN1S(=O)(=O)c1ccccc1)N1CCCCCC1 (stereo not given)	106
CCOC(=O)c1cc(CC)sc1NC(=O)CCC(=O)O	95
CCOC(=O)c1ccc(NC(=O)c2nn(C)cc2Br)cc1	89
Cc1cc(C)c2c(CN3CCN(Cc4ccc5c(c4)OCO5)CC3)cc(=O)oc2c1	71
CCOc1ccc(/C=c2\sc3nc(-c4ccco4)nn3c2=O)cc1OCC	78
O=C(NCC(=O)N1CCCC1C(=O)O)OC1CCCCC1 (stereo not given)	69
COc1cccc(N2CCN(C3CC(=O)N(c4cccc(Cl)c4)C3=O)CC2)c1 (stereo not given)	109
COC(=O)c1ccc(CSc2nc(-c3ccco3)cc(C(F)(F)F)n2)o1	84
Cc1cccc(NC(=O)c2ccc(S(=O)(=O)N(C)C)cc2)n1	95
Cc1cc(=O)cc(C)n1-c1ccccc1N1CCOCC1	91
CCN(CC)C(=O)CSc1nc2sc(C)c(C)c2c(=O)[nH]1	88
Cc1[nH]c(=O)[nH]c(=O)c1S(=O)(=O)NCCOC12CC3CC(CC(C3)C1)C2	97
COc1ccc(CC(=O)NC(CC(=O)O)c2ccc(OC)cc2)cc1 (stereo not given)	97
Cc1ccc(OCC(=O)Nc2ccc3c(c2)nc2n3CCOC2)cc1	100
Cc1cc(NC(=O)CSc2nnc(COc3cccc(C)c3C)n2Cc2ccco2)no1	88
S=c1[nH]nc(C23CC4CC(CC(C4)C2)C3)n1Cc1ccco1	65
COc1cccc(N2C(=O)CC(N3CCN(S(=O)(=O)c4ccccc4)CC3)C2=O)c1 (stereo not given)	104
COc1ccc(NC(=O)c2sc(SC)nc2N)cc1	111
CC(C)C(=O)Nc1cccc(NC(=O)c2cccnc2)c1	102
O=C(CCN1C(=O)c2ccccc2C1=O)Nc1ccc(-c2nc3ccccc3o2)cc1	106
CCc1ccc2oc(-c3cc(N)ccc3O)nc2c1	93
CCn1nnnc1-c1ccc(OC)c(S(=O)(=O)Nc2ccc(C(=O)OC)cc2)c1	81
COc1cc(OC)cc(-n2nnnc2SCC(=O)NCc2ccc3c(c2)OCO3)c1	82
Cn1c(-c2ccccc2)cnc1SCC(N)=O	86
Nc1nc(Cn2nnc(-c3ccccc3F)n2)nc(N2CCOCC2)n1	112
O=C(CCCC(=O)N(CC(=O)NC1CCCCC1)Cc1ccc2c(c1)OCO2)Nc1ccccn1	106
COc1ccc2[nH]c(C)c(C(=O)CN(C)C)c2c1	78
CCOC(=O)C1CCCN(C(=O)c2cc3nc(-c4cccc(OC)c4)cc(C(F)(F)F)n3n2)C1 (stereo not given)	90
COc1ccc(C(=O)N2CCCC(c3nc(-c4cc(OC)c(OC)c(OC)c4)no3)C2)cc1 (stereo not given)	99
O=C(O)CCSc1ccc2ccccc2n1	86
Cc1cc(=O)[nH]c(SCC(=O)Nc2nnc(CC(C)C)s2)n1	94
CC1(C(=O)NC2CCCC2)CCC(=O)N1CCC1=CCCCC1 (stereo not given)	75
COc1ccc(S(=O)(=O)N2CCC(C(=O)c3ccc4c(c3)OCCO4)CC2)cc1	85
O=C(NCc1cccnc1)Nc1ccc(F)cc1F	106
O=C1CC(N2CCN(c3ccccc3Cl)CC2)C(=O)N1c1cccc(F)c1 (stereo not given)	105
O=C(O)c1ccc(COc2c(F)c(F)cc(F)c2F)cc1	121
COc1cccc(-c2cc(C(F)(F)F)n3ncc(C(=O)NCC4CCCO4)c3n2)c1 (stereo not given)	70
CCCNC(=O)C(Cc1ccccc1)NS(=O)(=O)c1cccc2nsnc12 (stereo not given)	105
O=C(NCc1cccs1)c1ccncc1	105
COc1ccc(-c2cc(=O)[nH]c(=O)[nH]2)cc1	65
Cc1ccc(S(=O)(=O)N2CCN(c3nc(C)c4c(c3C#N)CC(C)(C)OC4)CC2)cc1	77
CCN(C1CCCCC1)S(=O)(=O)c1ccc(S(=O)(=O)NCCc2ccncc2)cc1	91
Cc1ccc(NC(=O)C2CCN(C(=O)NC3CCCCC3)CC2)cc1Cl	86
CCN(CC)c1cccc(OCC(=O)N(C)CCC#N)c1	94
Additional results.
SMILES	SKBR3 24h inh
CCOC(=O)C1CCCN(CCC(=O)Nc2c(C(=O)OC)[nH]c3cc(OC)ccc23)C1 (stereo not given)	98
Cc1cc2c(cc(C(=O)OCC(=O)NCc3cccs3)n2C(C)C)o1	99
Cc1ccc(OCCn2nc3ccccc3n2)c(C)c1	113
Cc1c(C(=O)NCC2CCCO2)oc2ccc3c(c12)C(=O)CC(C)(C)O3 (stereo not given)	90
O=C(CSc1ccc(Cl)cc1)N1CCOCC1	110
Cc1ccc(C(=O)Cn2c(NCCO)nc3ccccc32)cc1	66
COC(=O)Cc1c(C)nc2nc(-c3cccnc3)[nH]n2c1=O	84
Cc1ccc(Nc2nc(C(=O)N3CCC(C(=O)NCCN4CCOCC4)CC3)cs2)cc1	115
CC(=O)c1cccc(NC(=O)COc2ccccc2)c1	85
CNc1nc(Nc2ccc(C(C)=O)cc2)nc(OC(C(F)(F)F)C(F)(F)F)n1	91
CC(C)(C)c1csc(NC(=O)CSc2nc3ccccc3c(=O)[nH]2)n1	82
COCON1C(=O)CN(C(C)=O)C1c1ccc(Cl)cc1Cl (stereo not given)	72
Cc1nn2c(-c3ccccc3)c(-c3ccccc3)nc2[nH]c1=O	97
Cc1cc2c3c(c1)C1(C(=O)N3C(C)(C)CC2C)C(C#N)=C(N)Oc2n[nH]c(C)c21 (stereo not given)	107
CS(=O)(=O)N1CCN(C(=O)C(Sc2ccccc2)c2ccccc2)CC1 (stereo not given)	85
CC(c1ccco1)N(C(=O)COc1ccc(Cl)cc1Cl)c1ccccn1 (stereo not given)	76
COc1ccc(NC(=O)NS(=O)(=O)c2ccc(C)cc2)c(OC)c1	97
Cn1c(CN2CCC(C(N)=O)CC2)c(C#N)c2ccccc21	77
COc1ccc(Cl)cc1NC(=O)CN(C1CCCCC1)S(C)(=O)=O	101
O=C(COC(=O)c1cccs1)NCc1ccccc1	87
Cc1nc(CN2CCN(C(=O)NC3(c4ccccc4)CC3)CC2)cs1	89
N#Cc1nc(COc2ccccc2F)oc1NCCc1ccccc1	88
Cc1ccc(S(=O)(=O)NCC(=O)NC2CCCCCC2)cc1	94
Fc1ccc(CN2CCCCCCC2)cc1F	99
